# Tat transport: E. coli Tat transport inhibition; E. coli MC4100 TorA-mCherry Tat export, fluorescence; inhibition, % at 10 µM; AID 488895; 0.036% of 340,000 active;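 active = mean replicate inhibition at least 50% and at least half of replicates individually reaching 50%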;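 note: exported cargo escapes ClpAP degradation while cytoplasmic cargo is degraded and loses fluorescence; 0% = median of neutral control wells and 100% = median of NaSCN control wells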
# SR-BI uptake up: enhances SR-BI lipid uptake from DiI-HDL; 0.096% of 320,000 active; activation, % at 12.5 µM; CHO ldlA[mSR-BI] cells, DiI-HDL uptake fluorescence, 3 h; 100 = double the neutral-control signal;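 active = mean replicate activation of at least 60% and every replicate at or above 60%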;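 note: 0% = median plate neutral-control signal and 100% = twice that signal; values of inactives mirror those of a sister screen read the other way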
#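 System: LDL receptor-deficient CHO ldlA cells overexpressing murine SR-BI | Timing: 3 h uptake period with compound, 37 °C | Medium: HEPES-buffered (25 mM, pH 7.4) F12 plus 0.5% BSA | Dosing: Single-point compound dose | Signal: Bottom-read fluorescence, 550/595 nm | Read-out: Retained DiI signal reflecting DiI-HDL uptake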
# phage Ecoli inh: E. coli growth loss with phage present; inhibition, % at 11.9 µM; growth absorbance; 0.26% of 360,000 active; AID 651602; in the data active = inhibition above about 11%
# SR-BI HDL uptake: mouse SR-BI HDL lipid transfer inhibition; Q61009; ldlA[mSR-BI] CHO cells, DiI-HDL uptake fluorescence, 3 h; inhibition, % at 12.5 µM; 0.96% of 320,000 active; AID 488896;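 active = mean replicate inhibition of at least 70% and a set share of replicates each scoring 70 or more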;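 note: 0% = median of neutral control wells and 100% = median of positive control wells; values of inactives mirror those of a sister screen read the other way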
# Target sequence (Q61009 whole entry, looked up): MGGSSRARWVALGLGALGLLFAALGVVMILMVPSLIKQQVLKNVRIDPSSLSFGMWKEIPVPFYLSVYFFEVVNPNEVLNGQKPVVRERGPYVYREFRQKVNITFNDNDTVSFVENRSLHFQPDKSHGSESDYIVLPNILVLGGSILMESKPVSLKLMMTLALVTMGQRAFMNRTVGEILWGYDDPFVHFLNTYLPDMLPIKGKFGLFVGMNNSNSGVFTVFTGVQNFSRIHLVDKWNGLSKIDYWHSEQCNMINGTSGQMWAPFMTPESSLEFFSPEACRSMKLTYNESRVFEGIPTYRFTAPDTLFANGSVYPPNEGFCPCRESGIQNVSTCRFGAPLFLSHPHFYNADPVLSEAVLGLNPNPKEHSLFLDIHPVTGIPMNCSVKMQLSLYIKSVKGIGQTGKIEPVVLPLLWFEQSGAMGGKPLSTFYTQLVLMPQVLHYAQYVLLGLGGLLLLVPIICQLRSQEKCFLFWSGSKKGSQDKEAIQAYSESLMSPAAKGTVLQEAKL
# Ecoli viability: bacterial growth inhibition, counter-screen for AddAB inhibitors. E. coli V3065 growth, OD600 absorbance, 18 h. inhibition, % at 11.9 µM. 0.27% of 330,000 active. AID 449728;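 active = inhibition above the campaign's mean inhibition across all tested compounds plus 3 SD, cut at about 9.9% in these data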;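 note: uninfected addAB+ strain grown without phage in ampicillin broth; 0% = DMSO wells and 100% = ciprofloxacin 0.95 µg/ml wells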
# CAL PDZ FP-1: CAL PDZ (human) peptide binding inhibition. purified CAL PDZ, TMR-peptide fluorescence polarization, 1 h. inhibition, % at 24.9 µM. AID 602252. 0.92% of 300,000 active;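 active = mean inhibition of at least 30% with at least half of replicates also reaching 30%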;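 note: 0% = DMSO neutral control and 100% = excess unlabeled competitor peptide PRC23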
# Wnt bcat act: activates Wnt/beta-catenin signaling in a reporter cell assay; activator, plate reader; activation, % at 9.35 µM; 1.2% of 300,000 active; in the data active = activation above about 30%, passing the limit was not always enough;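 note: 0% = neutral control wells and 100% = positive control wells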
# AddAB inh: less growth of phage-infected E. coli with AddAB. AID 435030. 0.29% of 330,000 active. inhibition, % at 11.9 µM. E. coli expressing H. pylori AddAB, absorbance growth; in the data active = inhibition above about 12%;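 note: 0% = vehicle wells of infected cells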
# CAL PDZ FP-2: human CAL PDZ-peptide interaction inhibition | purified CAL PDZ, TMR-peptide fluorescence polarization, 1 h | inhibition, % at 20 µM | 0.02% of 330,000 active | AID 504414;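 active = highest replicate inhibition of at least 40%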;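 note: plate controls were DMSO neutral control wells for no effect and unlabeled competitor peptide control wells for full effect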
#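 Material: tagged CAL PDZ domain; buffer or medium: 25 mM sodium phosphate pH 7.4, 150 mM NaCl, TCEP, IgG, Thesit; compound dosing: single point, 20 µM; schedule: 1 h incubation at room temperature before polarization reading; measured by: FP readout, S and P plane fluorescence; read-out basis: percent inhibition from loss of millipolarization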
# MITF act: increases MITF-driven TRPM1 promoter luciferase signal. 0.75% of 300,000 active. activation, % at 12.5 µM. AID 588334. SK-MEL-5 TRPM1-promoter luciferase, 24 h; % of positive control, neutral wells = 0;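 active = mean activation of at least 80% with every replicate also reaching 80%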;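 note: 0% = neutral control wells and 100% = parthenolide positive control wells; values of inactives mirror those of a sister screen read the other way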
# An asterisk follows results filed as active; x = not tested or not shown; & = joins results of further samples. An unsorted share of the library; 3.6% or so of the library scored in one or more.
# The first 2 records, ahead of the listing:
SMILES,Tat transport,SR-BI uptake up,phage Ecoli inh,SR-BI HDL uptake,Ecoli viability,CAL PDZ FP-1,Wnt bcat act,AddAB inh,CAL PDZ FP-2,MITF act
C/C(=N/NC(=O)CNC(=O)Cc1ccc(Cl)cc1)c1ccco1,x,x,3.5,x,-1.1,x,1,2.3,x,x
O=C(OCc1ccc(COC(=O)c2ccc(O)cc2)cc1)c1ccc(O)cc1,-2,x,x,x,0.0,-5,x,-1.7,-2.3,-2

# All compounds of this part, from the first entry:
SMILES,Tat transport,SR-BI uptake up,phage Ecoli inh,SR-BI HDL uptake,Ecoli viability,CAL PDZ FP-1,Wnt bcat act,AddAB inh,CAL PDZ FP-2,MITF act
C/C(=N/NC(=O)CNC(=O)Cc1ccc(Cl)cc1)c1ccco1,x,x,3.5,x,-1.1,x,1,2.3,x,x
O=C(OCc1ccc(COC(=O)c2ccc(O)cc2)cc1)c1ccc(O)cc1,-2,x,x,x,0.0,-5,x,-1.7,-2.3,-2
CN(C(=O)COC(=O)CN1C(=O)c2cccc([N+](=O)[O-])c2C1=O)c1ccccc1,8,17,3.6,-17,-3.8,x,-2,-0.2,-0.8,3
CCc1ccc(NC(=O)CN(c2cc(C)cc(C)c2)S(=O)(=O)c2c(C)[nH]c(=O)[nH]c2=O)cc1,19,x,x,x,-2.6,1,x,0.2,-2.7,15
Cc1cccc(N2C(=O)SC(N(CC(=O)O)c3cccc(C)c3)C2=O)c1 (centres undefined),-4,x,1.8,x,-0.6,-3,-2,4.2,0.8,-3
O=C(Cc1cccs1)Nc1ccccc1NC(=O)Cc1cccs1,-1,12,3.3,-12,2.2,2,x,-0.5,-0.7,-9
O=C(NC1CCC(c2ccccc2)CC1)c1cccnc1 (centres undefined),-2,7,1.0,-7,0.8,-4,-1,1.1,-2.6,-12
CCOC(CNC(=O)c1ccc2nc(N3CCC(C)CC3)sc2c1)OCC,2,-23,2.6,23,0.8,x,x,1.5,-7.5,-13
COCC(=O)N1CCCC(C(=O)c2ccc(C(F)(F)F)cc2)C1 (centres undefined),1,-21,1.6,21,0.7,4,0,2.2,0.2,x
Cc1nn(-c2ccccc2)c(C)c1C(=O)OCC(=O)Nc1ccccc1F,6,8,-2.7,-8,-2.1,-12,44*,-1.5,-0.9,100*
O=C(Cn1c(SCC(=O)N2CCCc3ccccc32)nc2ccccc21)N1CCCC1,1,6,x,-6,1.8,7,-2,0.2,x,4
CCCc1nc(-c2ccccc2)c(-c2ccc(OC)c(OC)c2)c(=O)[nH]1,-2,2,2.1,-2,3.5,-4,1,2.4,-0.8,0
O=C(C1=NN(c2ccccc2)C2C(=O)N(c3ccc(Cl)cc3)C(=O)C12)c1ccccc1 (centres undefined),2,-11,3.4,11,0.5,x,3,3.7,0.2,6
CS(=O)(=O)c1ccc(N2CCN(c3ccccn3)CC2)c([N+](=O)[O-])c1,2,x,2.2,x,1.4,-2,-2,1.7,-1.1,3
Cc1ccc(/C=C2\SC(N3CCCCC3)=NC2=O)cc1,-4,13,1.0,-13,0.3,-1,7,5.7,x,64
Cc1c(Cl)cccc1NC(=O)NCc1ccc(C)n1C,-4,x,0.3,x,-1.2,-6,-3,-1.0,0.8,0
CCOc1ccc(-n2nc3c(=O)n(CCN4CCCCC4)nc(C)c3c2C)cc1,4,-17,3.3,17,-1.3,2,-3,0.8,-0.8,-14
O=C(Cc1ccccc1)Nc1ccc2[nH]ncc2c1,2,10,-0.2,-10,0.2,-3,6,2.8,0.1,x
NNC(=O)c1ccc(COc2ccc3c(c2)CCC3)o1,1,18,-3.2,-18,-2.6,-1,x,1.9,-1.7,20
Cc1noc(NS(=O)(=O)c2ccc(NC(=O)CCC3CCCC3)cc2)c1C,4,24,2.3,-24,-2.1,-1,x,3.0,-1.6,5
Cc1ccc2nc(-c3ccc(NC(=O)CSc4ccccc4)cc3)[nH]c2c1,-1,-10,3.3,10,-1.1,-3,x,3.9,-2.6,10
COC(=O)C1=C(C)N(C)C(C)=C(C(=O)OC)C1c1ccc(C(=O)OC)cc1,-5,-35,3.8,35,-1.6,x,x,2.1,-0.6,x
Cc1ccccc1C(=O)NN1CCOCC1,-7,20,1.3,-20,0.0,82*,x,1.8,-0.1,-1
Cc1ccc(O)c(CN(C)Cc2cc(C)ccc2O)c1,-4,-7,1.9,7,x,-1,25,x,0.1,72
Cc1ccc2nc(-c3cccc(SC4CCCCC4)c3)c(NCc3ccccc3)n2c1,2,-40,-0.2&1.3,40,-3.1,-2,-1&-1,-0.8,-1.2,3
N#CC(C#N)=C(Nc1ccccc1)c1ccccc1,1,6,1.2,-6,-1.4,-4,-3,0.7,-2.5,-7
Cc1cc(C)n(CC(=O)N/N=C/c2ccco2)n1,-3,38,1.7,-38,-0.7,-4,x,0.8,-0.2,x
COc1ccc(-c2cn[nH]c2N)cc1OC,14,7,2.9,-7,-0.5,-1,x,0.3,-0.7,3
CCOc1ccc(Nc2ncnc3c2nnn3Cc2ccccc2)cc1,7,-12,1.4,12,2.0,2,2,0.5,-2.6,x
COc1ccc(OC)c(N2Cc3ccccc3C2)c1,-3,31,2.0,-31,-1.9,6,-1,-2.7,x,x

# Some of the entries so far, bar-delimited.
SMILES | Tat transport | SR-BI uptake up | phage Ecoli inh | SR-BI HDL uptake | Ecoli viability | CAL PDZ FP-1 | Wnt bcat act | AddAB inh | CAL PDZ FP-2 | MITF act
O=C(Cc1ccccc1)Nc1ccc2[nH]ncc2c1 | 2 | 10 | -0.2 | -10 | 0.2 | -3 | 6 | 2.8 | 0.1 | x
NNC(=O)c1ccc(COc2ccc3c(c2)CCC3)o1 | 1 | 18 | -3.2 | -18 | -2.6 | -1 | x | 1.9 | -1.7 | 20
Cc1noc(NS(=O)(=O)c2ccc(NC(=O)CCC3CCCC3)cc2)c1C | 4 | 24 | 2.3 | -24 | -2.1 | -1 | x | 3.0 | -1.6 | 5
Cc1ccc2nc(-c3ccc(NC(=O)CSc4ccccc4)cc3)[nH]c2c1 | -1 | -10 | 3.3 | 10 | -1.1 | -3 | x | 3.9 | -2.6 | 10
COC(=O)C1=C(C)N(C)C(C)=C(C(=O)OC)C1c1ccc(C(=O)OC)cc1 | -5 | -35 | 3.8 | 35 | -1.6 | x | x | 2.1 | -0.6 | x
Cc1ccccc1C(=O)NN1CCOCC1 | -7 | 20 | 1.3 | -20 | 0.0 | 82* | x | 1.8 | -0.1 | -1
Cc1ccc(O)c(CN(C)Cc2cc(C)ccc2O)c1 | -4 | -7 | 1.9 | 7 | x | -1 | 25 | x | 0.1 | 72
Cc1ccc2nc(-c3cccc(SC4CCCCC4)c3)c(NCc3ccccc3)n2c1 | 2 | -40 | -0.2&1.3 | 40 | -3.1 | -2 | -1&-1 | -0.8 | -1.2 | 3
N#CC(C#N)=C(Nc1ccccc1)c1ccccc1 | 1 | 6 | 1.2 | -6 | -1.4 | -4 | -3 | 0.7 | -2.5 | -7
Cc1cc(C)n(CC(=O)N/N=C/c2ccco2)n1 | -3 | 38 | 1.7 | -38 | -0.7 | -4 | x | 0.8 | -0.2 | x
COc1ccc(-c2cn[nH]c2N)cc1OC | 14 | 7 | 2.9 | -7 | -0.5 | -1 | x | 0.3 | -0.7 | 3
CCOc1ccc(Nc2ncnc3c2nnn3Cc2ccccc2)cc1 | 7 | -12 | 1.4 | 12 | 2.0 | 2 | 2 | 0.5 | -2.6 | x
COc1ccc(OC)c(N2Cc3ccccc3C2)c1 | -3 | 31 | 2.0 | -31 | -1.9 | 6 | -1 | -2.7 | x | x

# The listing continues.
SMILES,Tat transport,SR-BI uptake up,phage Ecoli inh,SR-BI HDL uptake,Ecoli viability,CAL PDZ FP-1,Wnt bcat act,AddAB inh,CAL PDZ FP-2,MITF act
Cc1cccc(N(CC(=O)NC2CCCC2)C(=O)c2c(C)noc2C)c1,5,26,2.6,-26,0.2,-1,1,2.3,-2.5,x
COc1ccc(C(CNC(=O)c2cccc(S(=O)(=O)Nc3ccc(C)cc3)c2)N2CCCCC2)cc1 (centres undefined),4,-1,5.8,1,2.7,-4,0,2.1,-5.0,22
CN(C)c1cccc(-c2nnc(SCCCC#N)o2)c1,10,-9,2.8,9,2.1,-4,41*,1.3,-0.7,43
COc1ccc(NC(=O)c2ccccc2N(Cc2ccccc2)S(C)(=O)=O)cc1OC,-3,11,3.1,-11,2.3,-1,-2,4.5,-0.3,-4
O=C(O)c1ccc(NCCC2=CCCCC2)c([N+](=O)[O-])c1,15,31,4.1,-31,1.9,x,0,0.1,-0.5,-12
O=C(N/N=C/c1cc([N+](=O)[O-])ccc1O)c1cccc2cc[nH]c12,-3,-144,4.8,144*,10*,-3,-2,14*,1.0,-74
CCOc1ccc(NC(=O)c2ccc(CC)s2)c([N+](=O)[O-])c1,-1,-12,-4.1,12,1.5,-22,5,2.6,0.0,79
COCCNc1nc(SC)nc2sc3c(c12)CCN(C)C3,5,9,1.8,-9,0.5,-2,1,-2.2,0.0,-9
O=C(Cn1ccc([N+](=O)[O-])n1)Nc1ccccn1,0,x,0.1,x,1.7,-3,3,5.8,-1.1,-6
CC(C)N(Cc1ccccc1)C(=O)C1CCCN(c2ncnc3c2nc2n3CCCCC2)C1 (centres undefined),-2,12,1.7,-12,-0.4,-2,-2,2.4,-3.0,-7
Cc1ccc(C)c(CSC2=NCCN2S(=O)(=O)c2ccccc2)c1,10,-10,3.9,10,-1.0,-2,-4,-1.2,-0.7,6
COc1ccc(OCCC(=O)OCC(=O)Nc2ccc(Br)cc2)cc1,-2,28,2.2,-28,-3.6,0,-6,1.7,-3.4,-3
c1coc(CNC2CCCCCCC2)c1,-5,7,0.5,-7,0.1,3,-5,5.0,0.3,x
Cc1ccc(NC(=O)COC(=O)C2CC2)cc1Cl,-3,4,-0.1,-4,0.2,-10,3,2.5,-0.2,9
O=C(CSc1nc2ccccc2s1)NC(=O)NCc1ccco1,-12,45,4.1,-45,1.1,5,2,0.9,-1.0,-14
Cc1ccc(C2=NS(=O)(=O)N(C)C(C(=O)Nc3cc(C)n(CC(=O)N4CCC(C)CC4)n3)=C2)cc1,-4,-86,2.5,86*,0.2,6,-2,-0.4,-2.3,-6
O=C(O)c1ccc(/C=N/Nc2nc3ccccc3[nH]2)cc1,0,x,1.5,x,0.9,-4,7,-0.9,0.6,-4
CCC1(c2ccc(F)cc2)NC(=O)N(CC(=O)N2c3ccccc3NC(=O)C2(C)C)C1=O (centres undefined),1,14,-0.4,-14,0.9,1,-7,0.8,0.3,2
Cc1cc(C)c(S(=O)(=O)O)c(C)n1,-8,40,1.9,-40,0.5,-1,3,3.5,-0.6,-8
O=C(CN1C(=O)CCC1=O)Nc1nc2c(F)cc(F)cc2s1,16,7,1.6,-7,-0.1,-1,1,1.8,-0.2,6
COc1ccc(F)cc1S(=O)(=O)N1CCC2(CC1)OCCN2S(=O)(=O)c1cccs1,10,3,4.6,-3,-0.2,-4,-3,-0.3,-1.9,-5
CC(=O)c1ccc(OCC(=O)OCc2cc(-c3ccco3)on2)cc1,-1,20,-0.1,-20,-2.6,-1,-3,-0.1,-1.6,10

# Assay outcomes (PubChem)
